Assay outcomes from PubChem BioAssay.
DUSP3 inh: blocks the human dual specificity phosphatase VHR1 | 50,000 tested, 0.7% active | AID 1992 | P51452 | recombinant VHR phosphatase, colorimetric substrate read-out | inhibition, % at 20 µM; in the data active means inhibition above about 60%; further: some results filed as inactive read as strong as hits
Target sequence (P51452 whole entry, looked up): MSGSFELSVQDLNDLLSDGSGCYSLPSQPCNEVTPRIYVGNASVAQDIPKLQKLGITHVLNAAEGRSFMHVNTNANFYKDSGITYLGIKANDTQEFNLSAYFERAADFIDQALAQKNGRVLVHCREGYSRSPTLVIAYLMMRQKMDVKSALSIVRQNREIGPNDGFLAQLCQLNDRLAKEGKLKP
Active calls of the source: *.

SMILES | DUSP3 inh
C=CCOc1ccc(/C=C/C(=O)c2ccc(F)cc2)cc1OC | -4
COC(=O)c1ccc(N(S(=O)(=O)c2ccc(NC(C)=O)cc2)S(=O)(=O)c2ccc(NC(C)=O)cc2)cc1 | -9
Cc1ccccc1OCCOc1ccc(/C=N/n2cnnc2)cc1 | -13
CC(=O)c1ccc(NC(=S)NC(NC(=O)C(c2ccccc2)c2ccccc2)C(Cl)(Cl)Cl)cc1 (centres undefined) | -10
CN(C)CCCNC(=O)/C=C/c1ccc(C(C)(C)C)cc1 | -12
O=S(=O)(Nc1cc(Cl)c(O)c2ccccc12)c1ccc2ccccc2c1 | -47
O=C(Nc1cc(O)ccc1C(=O)O)c1cccc(Br)c1 | 0
OCc1nc2ccccc2n1/N=C/c1ccccc1 | -17
CCN(CC)C(=O)C(=O)N/N=C/c1ccc2c(c1)OCO2 | -2
O=C1c2ccccc2C(=O)c2c(NC(=O)C3CC4CCC3C4)cccc21 (centres undefined) | -3
COc1ccc(C2CC(=O)C3=C(C2)Nc2ccccc2NC3c2cc([N+](=O)[O-])ccc2Cl)cc1OC (centres undefined) | -2
CSC1=C(C#N)C(c2ccccc2)C=C(c2ccccc2)N1 (centres undefined) | -17
COc1ccc(Br)cc1/C=C/C(=O)c1ccc(F)cc1 | 0
CCc1ccccc1N(CC(=O)Nc1ccc(C)cc1)S(C)(=O)=O | -2
COCC(=O)N/N=C(\C)CC(=O)Nc1cc(C)ccc1OC | 10
CCOc1ccc(N/C(N)=N\c2nc(C)cc(C)n2)cc1 | -10
O=C1/C(=C/c2ccccc2Cl)NC(=S)N1c1ccccc1 | -30
CC(C)Cn1c(C(C)O)nc2ccccc21 (centres undefined) | 2
COc1ccc(-c2nc3ccccc3c(=O)n2-c2cccc(C)n2)cc1 | -2
O=C(Nc1cc([N+](=O)[O-])ccc1C(=O)NCc1ccco1)c1cccs1 | 0
COc1cccc(C2C(C(=O)Nc3ccccc3)=C(C)N=c3s/c(=C\c4ccncc4)c(=O)n32)c1 (centres undefined) | -16
C/C(=N/OCO/N=C(/C)c1ccc(F)cc1)c1ccc(F)cc1 | -5
Cc1ccc(N(CC(=O)NC(C)c2ccccc2)S(=O)(=O)c2ccc(F)cc2)cc1 (centres undefined) | -25
CN(C)c1ccc(/C=C2\C(=O)Oc3ccccc3C2=O)cc1 | 32
COc1ccc(/C=N/Nc2nncc(=O)[nH]2)cc1OC | 3
CCOc1cc([N+](=O)[O-])ccc1NC(C)=O | -5
c1ccc2c3c([nH]c2c1)/C(=N/N=C1CCCCC1)CCC3 | 16
C=CCOC(=O)C1=C(C)N=C2SCCC(=O)N2C1c1ccc(OC)cc1 (centres undefined) | -24
Cc1ccc(-c2cc(C(F)(F)F)n3ncc(C(=O)NCCc4ccccc4)c3n2)cc1 | -27
CC(=O)N1C(=O)/C(=C2/SC(=Nc3ccc(Br)cc3)NC2=O)c2ccccc21 | -26
COc1ccc(/C(N)=N/OC(=O)Cc2ccc(Cl)cc2)cc1 | -18
O=C(NCCO)/C(=C\c1ccc(Cl)cc1)NC(=O)c1ccco1 | -19
CN1CCC(=NOC(=O)c2ccc(F)cc2)CC1 | 1
COc1cc(C2C(C(=O)OCCOc3ccccc3)=C(C)NC3=C2C(=O)CC(C)(C)C3)cc(Cl)c1O (centres undefined) | -2
Cc1cc(Br)ccc1N1C(=O)/C(=C/c2cccs2)C(=O)NC1=S | 102*
Cc1cc(NC(=O)c2ccc(C)c([N+](=O)[O-])c2)ccc1Br | 4
Cc1cc(NNC(=O)C(c2ccccc2)c2ccccc2)c2ccc(C)c(C)c2n1 | 34
O=C1/C(=C\Nc2cc(Cl)ccc2O)CCc2ccccc21 | -13
CCOc1cc(/C=C2\SC(=Nc3cccc(Cl)c3C)NC2=O)ccc1O | -1
CSCCC(NC(=O)c1ccccc1)C(=O)OCC(=O)Nc1cc(C)on1 (centres undefined) | -6
CCc1cccc(C)c1NC(=O)c1ccc(Br)o1 | -2
COc1cc(/C=C2\SC(=Nc3ccc(C)c(Cl)c3)NC2=O)ccc1O | 68*
COc1ccccc1-c1nc(-c2ccc(Br)cc2)no1 | -8
O=C1NC(=O)C(=Cc2cc(Br)ccc2OCc2ccccc2F)C(=O)N1 | -9
COc1cccc(/C=C2/C(=O)NC(=O)N(c3ccc(C(C)C)cc3)C2=O)c1O | 89*
COc1ccc(N(Cc2ccc(C(=O)Nc3ccc(OC)c(OC)c3)cc2)S(=O)(=O)c2ccccc2)cc1 | -6
Fc1ccccc1-c1nc(-c2ccc(Br)cc2)no1 | -43
Cc1cccc(/C(N)=N/OC(=O)c2ccc(Cl)cc2Cl)c1 | 0
O=S(=O)(/C=C/c1ccccc1)N1CCN(c2ccccc2)CC1 | -5
CCN1C(=O)/C(=C\c2cn(CCOc3ccc(Br)cc3)c3ccccc23)SC1=S | -13
CCOC(=O)c1csc(NC(=O)c2ccc(S(=O)(=O)N3CCCC3)cc2)n1 | 6
COc1ccc(N2C(=O)c3ccc(OC)c(OC)c3C2=O)cc1 | -30
C(=C\c1ccco1)/C=N/Nc1nnc2c(n1)[nH]c1ccccc12 | -18
O=C(Nc1ccc(Cl)cc1)Nc1nnc(C(c2ccccc2)c2ccccc2)s1 | 6
O=C(NC(NC(=S)Nc1cccc2ccccc12)C(Cl)(Cl)Cl)c1ccccc1 (centres undefined) | -7
COc1ccc(NC(=O)c2cnn3c2NC(c2ccco2)CC3C(F)(F)F)c(OC)c1 (centres undefined) | -2
CN1C(=O)/C(=C/C=C/c2ccco2)SC1=S | 41
COc1ccccc1N1C(=O)NC(=O)/C(=C\c2ccc(O)c(O)c2)C1=O | 5
CN(C1=NC(=O)/C(=C\c2ccc(Cl)cc2)S1)c1ccc(O)cc1 | -19
COc1cc(NC(=O)c2cc(I)ccc2Cl)ccc1NC(=O)c1ccco1 | -14
Next compounds
SMILES | DUSP3 inh
O=C(Nc1nc2ccccc2[nH]1)c1ccc(Cl)c(Cl)c1 | 4
O=C(/C=C/c1ccccc1)NC(=S)Nc1cccc2ccccc12 | -20
O=C(c1c(F)cccc1F)N1CCN(c2cc(N3CCCC3)c(F)cc2[N+](=O)[O-])CC1 | 1
Oc1ccc(N=Cc2cc(Br)cc(Br)c2O)cc1 | -14
CC1S/C(=N\N=C\c2ccccc2F)NC1=O (centres undefined) | -4
CCOC(=O)c1c(NC(=O)c2cc(Br)ccc2OC)sc2c1CCCC2 | -14
O=C(Nc1ccc(Cl)c(-c2nc3ccccc3o2)c1)c1cccs1 | -19
FC(F)C(F)(F)C(F)(F)C(F)(F)c1cc(-c2ccccc2)n[nH]1 | -59
O=C1C(=O)N(Cc2ccc(Cl)c(Cl)c2)C2C=CC=CC12 (centres undefined) | -12
Cc1ccc(S(=O)(=O)NCc2ccc3c(c2)OCO3)cc1 | -11
C=C(C)Cn1c(SCC(N)=O)nc2sc3c(c2c1=O)CCC3 | -10
CC1(C)CC(=O)C(C(C2=C(O)CC(C)(C)CC2=O)c2ccc(Cl)cc2Cl)C(=O)C1 (centres undefined) | -11
O=C(Nc1ccc(F)c([N+](=O)[O-])c1)C1CCCC1 | -17
O=C(Nc1cccc(CCc2ccccn2)c1)Nc1cccc2ccccc12 | -19
CCOC(=O)c1c(NC(=O)c2ccc(C)c([N+](=O)[O-])c2)sc(C(=O)Nc2ccccc2F)c1C | -4
CCOC(=O)c1c(C)n(-c2ccccc2OC)c2c1cc(O)c1ccccc12 | -5
O=C1CCCN1c1ccc(S(=O)(=O)Nc2cccnc2)cc1 | 8
NC(=O)C1CCN(C(=O)Cc2ccc(Cl)cc2)CC1 | 2
O=C1C2=C(C(c3ccccc3)=NCCN2)C(c2ccc(O)cc2)N1c1ccccc1 (centres undefined) | -12
Cc1nn(-c2ccccc2)c(C)c1/C=N/NC(=O)c1cc(C23CC4CC(CC(C4)C2)C3)[nH]n1 | 16
COc1ccc(NC(=O)COc2ccc(Cl)cc2)cc1 | 12
CC(=O)C1C(=O)c2ccccc2C1=Nc1ccc2cccnc2c1 (centres undefined) | -5
O=C(c1ccc(-c2ccccc2)cc1)N1CCN(Cc2ccc3c(c2)OCO3)CC1 | 10
Cc1cc(C)c2oc(-c3ccc(NC(=S)NC(=O)c4ccco4)cc3)nc2c1 | -10
CCCCC/C(=N\NC(=O)c1cccnc1)c1ccccc1 | -6
CCC1(CC)NC(=S)N(c2ccc(C)cc2)N1 | -13
CCc1ccc(NC(=O)C(=O)NCc2ccccc2OC)cc1 | -15
CN(Cc1ccccc1)C1CC(=O)N(c2ccc(F)cc2)C1=O (centres undefined) | 4
Cc1ccc(OCC(=O)Nc2ccccc2CO)c(Br)c1 | 10
CN1CCN(Cn2c(O)c(N=NC(=O)c3ccccc3)c3cc(Br)ccc32)CC1 | -4
O=C(CN(c1cccc([N+](=O)[O-])c1)S(=O)(=O)c1ccccc1)Nc1ccccc1Br | -10
CCN1C(=O)/C(=C\c2ccc(-c3ccc([N+](=O)[O-])cc3)o2)SC1=S | -16
CCOC(=O)C1=C(C)NC(=O)CC1c1ccc([N+](=O)[O-])cc1 (centres undefined) | -105
O=[N+]([O-])c1ccc(N2CCOCC2)c(-c2nn[nH]n2)c1 | -8
NC(=O)c1ccc(NC(=O)c2ccc(I)cc2)cc1 | -7
CCCCOc1ccc(S(=O)(=O)N=Nc2c(O)n(C)c3ccccc23)cc1 | -7
CCC1C(c2ccc(Cl)cc2)NC(c2ccc(Cl)cc2)C(CC)C1O (centres undefined) | -5
COc1ccc2oc(=O)c(-c3csc(Nc4ccccc4)n3)cc2c1 | 4
O=C(O)C1C2CCC(O2)C1C(=O)Nc1cccc(F)c1 (centres undefined) | -5
CCc1c(C)sc(NC(=O)C2CC3CCC2C3)c1C#N (centres undefined) | -5
COc1ccc2ccccc2c1-c1cc(C(=O)NN)[nH]n1 | 4
COc1ccc(N(CC(=O)Nc2cccc(OC)c2)S(=O)(=O)c2ccc(C)cc2)cc1 | -19
COc1ccc(N2C(=O)/C(=C\c3cc4c(cc3[N+](=O)[O-])OCO4)SC2=S)cc1 | 24
N/C(=N\OC(=O)c1ccc(Cl)cc1Cl)c1ccc(Cl)cc1 | -14
Cc1ccccc1NC(=O)/C(=C\c1c[nH]c2ccccc12)NC(=O)c1ccccc1 | -34
CC(C)(C)NC(=O)c1cccc(NC(=O)c2cccs2)c1 | 7
CCc1ccc(-n2c(C)cc(/C=N/n3cnnc3)c2C)cc1 | 3
Cc1ccccc1C(=O)Nc1cccc(NC(=O)c2ccccc2[N+](=O)[O-])c1 | -4
CCCOc1ccc(C(=O)Nc2ccccc2C(=O)O)cc1 | -2
O=C1NC(=Nc2ccc(O)cc2)S/C1=C/C=C/c1ccccc1 | -4
C/C(=N\Nc1nc(C(C)(C)C)cs1)c1ccccc1 | 0
CCOC(=O)C1=C(N)OC2=C(C(=O)CC(C)(C)C2)C1c1ccc(Cl)c(Cl)c1 (centres undefined) | -6
COc1ccc(C(=O)Nc2ccc(S(=O)(=O)Nc3cc(OC)ncn3)cc2)c(OC)c1 | -22
CCCOc1ccc(C(CC(=O)c2ccc(Cl)cc2)S(=O)(=O)c2ccccc2)cc1 (centres undefined) | -17
COc1ccc(-c2nnc(SCC(=O)c3ccc(F)cc3)n2-c2ccccc2)cc1 | 1
Oc1ccc(Br)cc1/C=N/Nc1cc(N2CCOCC2)nc(N2CCOCC2)n1 | -7
CCC(=O)Oc1ccc2c(C)cc(=O)oc2c1C | -10
COc1cc(C(=O)N2CCN(S(=O)(=O)c3ccccc3)CC2)cc(OC)c1OC | 4
CC12CC3CC(C1)CC(NC(=O)c1ccccn1)(C3)C2 | -77
COc1ccc(C(=O)Nc2nc(C34CC5CC(CC(C5)C3)C4)cs2)cc1 | -10
The list continues.
SMILES | DUSP3 inh
COc1cccc(NC(=O)CN(c2ccc(C)cc2)S(C)(=O)=O)c1 | 7
COC(=O)c1c(NC(=O)c2c(-c3ccccc3)noc2C)sc2c1CCCCC2 | -13
CCOc1c(C=C2C(=O)NC(=S)NC2=O)cccc1OC | 14
CC(=O)NC1=NC(=O)/C(=C\C=Cc2ccccc2)S1 | 57
O=c1c2ccccc2nc(/C=C/c2cccc([N+](=O)[O-])c2)n1-c1cccc2ccccc12 | -6
COc1ccccc1NC(=O)CSc1nc2ccccc2c(=O)n1-c1ccccc1 | -8

In the list so far, 2 contain a CF3 group:
SMILES | DUSP3 inh
Cc1ccc(-c2cc(C(F)(F)F)n3ncc(C(=O)NCCc4ccccc4)c3n2)cc1 | -27
COc1ccc(NC(=O)c2cnn3c2NC(c2ccco2)CC3C(F)(F)F)c(OC)c1 (centres undefined) | -2

Filtered by structure: the entries above with bromine
SMILES | DUSP3 inh
O=C(Nc1cc(O)ccc1C(=O)O)c1cccc(Br)c1 | 0
COc1ccc(Br)cc1/C=C/C(=O)c1ccc(F)cc1 | 0
CC(=O)N1C(=O)/C(=C2/SC(=Nc3ccc(Br)cc3)NC2=O)c2ccccc21 | -26
Cc1cc(Br)ccc1N1C(=O)/C(=C/c2cccs2)C(=O)NC1=S | 102*
Cc1cc(NC(=O)c2ccc(C)c([N+](=O)[O-])c2)ccc1Br | 4
CCc1cccc(C)c1NC(=O)c1ccc(Br)o1 | -2
COc1ccccc1-c1nc(-c2ccc(Br)cc2)no1 | -8
O=C1NC(=O)C(=Cc2cc(Br)ccc2OCc2ccccc2F)C(=O)N1 | -9
Fc1ccccc1-c1nc(-c2ccc(Br)cc2)no1 | -43
CCN1C(=O)/C(=C\c2cn(CCOc3ccc(Br)cc3)c3ccccc23)SC1=S | -13
Oc1ccc(N=Cc2cc(Br)cc(Br)c2O)cc1 | -14
CCOC(=O)c1c(NC(=O)c2cc(Br)ccc2OC)sc2c1CCCC2 | -14
Cc1ccc(OCC(=O)Nc2ccccc2CO)c(Br)c1 | 10
CN1CCN(Cn2c(O)c(N=NC(=O)c3ccccc3)c3cc(Br)ccc32)CC1 | -4
O=C(CN(c1cccc([N+](=O)[O-])c1)S(=O)(=O)c1ccccc1)Nc1ccccc1Br | -10
Oc1ccc(Br)cc1/C=N/Nc1cc(N2CCOCC2)nc(N2CCOCC2)n1 | -7

This is a subset; the hit share may differ from the screen's.
